# Screening results as filed in PubChem BioAssay.
# 3CLpro inhibitor – SARS-CoV 3CLpro protease inhibition. P0C6X7. recombinant SARS-CoV 3CLpro, quenched FRET peptide cleavage. inhibition, % at 6 µM. hit rate 0.14% among 290,000. AID 1706; in the data active = inhibition above about 12%
# UGM FP inh – blocks M. tuberculosis UGM enzyme; P9WIQ1; purified UGM, fluorescence polarization probe displacement; inhibition, % at 10 µM; hit rate 0.06% among 320,000; AID 504406; in the data active = inhibition above about 10%, passing the limit was not always enough
# Target sequence (P9WIQ1 whole entry, looked up): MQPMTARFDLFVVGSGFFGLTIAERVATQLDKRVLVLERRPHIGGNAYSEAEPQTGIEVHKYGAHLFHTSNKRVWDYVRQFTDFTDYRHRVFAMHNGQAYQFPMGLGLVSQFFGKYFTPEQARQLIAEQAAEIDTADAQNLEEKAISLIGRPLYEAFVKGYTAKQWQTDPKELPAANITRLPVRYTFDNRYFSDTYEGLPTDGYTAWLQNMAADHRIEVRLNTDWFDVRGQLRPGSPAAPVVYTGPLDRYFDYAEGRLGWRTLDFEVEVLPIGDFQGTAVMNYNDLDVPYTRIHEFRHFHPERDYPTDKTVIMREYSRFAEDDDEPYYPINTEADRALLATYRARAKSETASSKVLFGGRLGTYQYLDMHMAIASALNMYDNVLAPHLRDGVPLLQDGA
# DUSP3 inh – blocks human VHR1 dual specificity phosphatase; P51452; inhibition, % at 13.3 µM; recombinant VHR phosphatase, pNPP absorbance; AID 1654; hit rate 0.52% among 290,000; in the data active = inhibition above about 50%; also: some compounds called inactive have numbers as strong as hits
# Target sequence (P51452 whole entry, looked up): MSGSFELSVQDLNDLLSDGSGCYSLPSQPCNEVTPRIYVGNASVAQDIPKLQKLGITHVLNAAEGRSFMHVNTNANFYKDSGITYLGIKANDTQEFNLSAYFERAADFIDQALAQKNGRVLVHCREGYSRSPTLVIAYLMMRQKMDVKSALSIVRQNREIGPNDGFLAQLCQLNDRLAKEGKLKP
# BH1578 lux ind – inducers of Vibrio cholerae quorum light production without autoinducers. V. cholerae BH1578 lux reporter, luminescence, 6 h. activation, % at 18.7 µM. hit rate 0.16% among 350,000. AID 588436; in the data active = activation mostly above about 9.7%, no sharp cut-off; also: not every result past the cut was called active; inactives centre near 0; reference of the scale not given here
# Rv3671c protease – Rv3671c (M. tuberculosis) protease inhibition. P9WHR9. inhibition, % at 5.96 µM. hit rate 0.048% among 320,000; in the data active = inhibition above about 38%;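 also: extracellular domain of Rv3671c used as enzyme; 0% = enzyme with DMSO and 100% = no enzyme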
# BioA inh – blocks M. tuberculosis BioA enzyme activity | purified M. tuberculosis BioA enzyme, plate reader | inhibition, % at 9.99 µM | hit rate 0.096% among 360,000; in the data active = inhibition above about 40%
# GDH-TPI inh – GDH-TPI coupled enzyme inhibition counter-screen | GDH-TPI coupled enzyme counterscreen, NADH absorbance | inhibition, % at 4.8 µM | hit rate 1.2% among 360,000; in the data active = inhibition above about 30%;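 also: 0% = DMSO wells and 100% = wells lacking the enzyme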
# PriA SSB inh – K. pneumoniae PriA-SSBct interaction inhibition. AlphaScreen SSBct-PriA binding, biotinylated peptide. inhibition, % at 33 µM. hit rate 0.6% among 430,000. AID 1272365; in the data active = inhibition mostly above about 37%, no sharp cut-off; inactive = mostly below about 20%;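 also: plate controls were negative control peptide for no effect and reference peptide for full effect; strong numbers were not always called active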
# FBA Mtb inh – Mtb fructose-bisphosphate aldolase inhibition; P9WQA3; purified M. tuberculosis FBA, fluorescence read-out; inhibition, % at 1 µM; hit rate 2.3% among 360,000; AID 588726; in the data active = inhibition above about 27%;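 also: 0% = vehicle and 100% = reference inhibitor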
# Target sequence (P9WQA3 whole entry, looked up): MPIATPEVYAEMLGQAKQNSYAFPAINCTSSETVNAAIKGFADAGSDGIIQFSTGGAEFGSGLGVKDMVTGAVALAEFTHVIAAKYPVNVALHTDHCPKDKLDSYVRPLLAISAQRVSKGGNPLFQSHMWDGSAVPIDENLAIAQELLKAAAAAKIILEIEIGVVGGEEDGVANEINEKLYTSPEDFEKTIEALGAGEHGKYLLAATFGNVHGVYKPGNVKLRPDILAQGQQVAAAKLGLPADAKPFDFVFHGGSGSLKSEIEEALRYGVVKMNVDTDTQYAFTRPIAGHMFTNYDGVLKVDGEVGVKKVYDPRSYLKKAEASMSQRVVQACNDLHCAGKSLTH
# MazF activator – activators of E. coli MazEF toxin-antitoxin RNase. P0AE70. FAM/BHQ RNA-DNA oligo cleavage fluorescence, 5 h. activation, % at 20 µM. hit rate 0.32% among 350,000; in the data active = activation above about 50%
# Target sequence (P0AE70 whole entry, looked up): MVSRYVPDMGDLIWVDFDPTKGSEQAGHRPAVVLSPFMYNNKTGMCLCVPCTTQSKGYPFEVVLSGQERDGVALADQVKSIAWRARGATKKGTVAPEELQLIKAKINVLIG
# An asterisk follows results filed as active; i = inactive; nt = no result given; & = joins results of further samples. A portion of the library. The share of hits here may be higher or lower than overall.
SMILES,3CLpro inhibitor,UGM FP inh,DUSP3 inh,BH1578 lux ind,Rv3671c protease,BioA inh,GDH-TPI inh,PriA SSB inh,FBA Mtb inh,MazF activator
Cc1nc(NC(=O)c2cnccn2)ccc1Br,0,-2.6,24,-0.6,nt,1.0,6,-1,2,4
Cc1ccc(S(=O)(=O)N(C)C)cc1-n1c(SCC(=O)Nc2ccc(F)c(F)c2F)nc2ccccc2c1=O,5,-1.7,-10,i,-3,-1.1,0,7,4,3
Nc1nc(SCc2c(F)cccc2Cl)[nH]c(=O)c1-c1ccccc1,4,nt,-2,-0.2,7,-4.9,6,2,2,6
CCCCCc1c(C)c(C#N)c2nc3ccccc3n2c1-n1ccnc1C,-3,1.0,7,i,-1,-1.5,9,-9,-4,3
O=S(=O)(NC1CCCC1)c1ccc(S(=O)(=O)N2CCc3ccccc32)cc1,-1,0.0,0,1.1,-11,nt,15,-2,1,0
CN(C)C(=S)Nc1ccc2ccccc2c1,-8,-1.5,24,0.1,-2,nt,7,0,2,-2
COc1ccc(Cl)cc1C(=O)Nc1ccc(N(C)C(C)=O)cc1,-2,4.5,2,-18,-3,2.4,-4,-6,1,6
CN(C)Cc1cn(CCC(=O)O)c2ccccc12,2,-0.4,nt,i,-5,-1.1,8,-3,2,1
Cc1nn(C(C)C(=O)N2CCOCC2)c(=O)c2nn(-c3ccccc3)c(C)c12 (configuration not stated),0,3.0,-3,0.0,7,2.3,3,-25,-6,3
CCCNC(=O)C(Cc1ccc(C(F)(F)F)cc1)NC(=O)c1ccc2ccccc2n1 (configuration not stated),nt,0.1,nt,-5.0,-4,0.8,9,-14,-4,5
COc1cccc(C(=O)Nc2ccc3c(c2)OCO3)c1OC,-4,-0.6,7,i,-1,0.1,-11,-5&-6,-2,11
Cc1sc2nc(SCCN(C)C)n(-c3ccccc3)c(=O)c2c1-c1ccc(F)cc1,-3,-1.7,20,-0.7,-9,-0.8,10,25,-2,-3
CC(=O)Nc1ccc(Oc2cc(C#N)c(C#N)cc2N2CCCCCC2)cc1,0,-1.0,4,i,-2,-1.6,24,-17,0,-5
COc1cc(OC)nc(C(NC(=O)C2CCN(Cc3ccc(Oc4ccccc4)cc3)CC2)c2ccccc2C)n1 (configuration not stated),nt,nt,nt,-0.3,nt,1.6,-1,nt,-1,nt
COc1ccc(C(C[N+](=O)[O-])c2c(C)[nH]c3ccccc23)cc1OC (configuration not stated),0,-2.6,23,-0.2,-1,nt,12,32,-3,8
CCOC(=O)CN(Cc1ccccc1)C(=O)OC(C)(C)C,-4,2.6,5,nt,3,nt,nt,nt,nt,nt
CCOC(=O)CC1=NN(c2ccccc2)C(=O)/C1=C\c1ccc(N(C)C)cc1,0,0.7,10,-2.9,-19,nt,12,-4,-8,-6
O=C(C1CC1)N1CCCC(c2ccc(Cl)cc2)=N1,4,2.2,9,-0.6,3,3.3,0,-6,1,3
Cc1cccc(N(CC(=O)N2CCCC2)S(C)(=O)=O)c1,-6,-2.2,-14,-0.5,0,0.1,3,-14,1,-14
Cc1ccc(Cl)cc1NC(=O)c1ccc(NC(=O)CCC(=O)O)cc1,2,-4.4,0,-0.2,-3,0.5,-5,-6,6,5
COc1ccc(/C=C2\SC(=O)N(CC(=O)Nc3ccccc3O)C2=O)cc1OC,1,-1.0,24,i,nt,-1.1,26,-10,1,9
COc1ccc(Cl)cc1NC(=O)CN(C)C(=O)c1cc(-c2ccncc2)nc2ccccc12,nt,2.1,nt,i,-10,-0.4,2,3,1,-5
Cn1c(SCc2cccc(F)c2)nnc1-c1ccncc1,1,1.0,6,0.5,3,2.9,5,-5,-2,-2
O=C(Nc1cccc(NC(=O)c2cccs2)c1)c1cccnc1,5,-0.9,9,1.1,3,22,1,-1,-1,14
COc1ccc(CCC(=O)Nc2ccc(S(=O)(=O)N3CCOCC3)cc2)cc1OC,nt,nt,nt,-1.4,nt,-1.4,13,nt,3,8
CC1CCN(Cc2nc3c(c(=O)n(C)c(=O)n3C)n2CCCc2ccccc2)CC1,3,-3.0,-2,i,-4,-0.9,3,1,3,3
Cc1ccc(NC(=O)CN2C(=O)NC3(CCCCCCC3)C2=O)cc1C,nt,0.0,nt,i,3,-0.4,-6,4,1,5
CCOC(=O)C1CCN(C(=O)c2cccc(NC(=O)C(CC)CC)c2)CC1,-4,-2.8,1,i,1,6.6,-1,-12,0,15
COc1cccc(C2C(C(=O)Nc3nc4ccccc4s3)=C(C)NC3=C2C(=O)CC(C)(C)C3)c1OC (configuration not stated),1,0.3,24,-5.9,-7,-2.0,4,-11,10,-2
O=C(Nc1ccccc1)c1cc(C2CCCN(C(=O)C/C=C/c3ccccc3)C2)on1 (configuration not stated),nt,nt,nt,-0.3,nt,0.2,9,nt,-1,nt
CC(C)(C)OC(=O)NCCCCCc1nnc(SCC(N)=O)o1,-7,2.9,28,i,-5,0.5,2,2,-1,5
Cc1cc(O)cc(=O)n1Cc1ccco1,2,-1.1,22,i,1,-0.8,-3,-1&-1,1,-2
Cc1cccc(-n2c(O)c(/C=C/C=Nc3ccccc3)c(=O)[nH]c2=O)c1,-2,-4.6,-4,i,-16,nt,15,nt,-15,-160
Cc1csc(NC(=O)CSc2nccn2Cc2ccco2)n1,2,0.0,15,0.4,-4,1.4,-1,-5&-14,0,-1
CCOc1ccc(-n2c(C)nc3cc(C(=O)NCCCN4CCOCC4)ccc32)cc1,1,1.5,-3,i,-12,1.3,8,-13,1,0
COc1ccc(C(=O)NCc2csc(-c3cccs3)n2)cc1,3,2.9,23,-0.4,0,nt,24,-7,5,6
O=C(CSc1nnc2ccccn12)NC(=O)c1cccc([N+](=O)[O-])c1,nt,nt,nt,-7.1,4,-1.9,-3,-6,12,1
COCC(=O)Nc1c(C(=O)Nc2cccc(OC)c2)oc2ccccc12,3,0.9,10,-0.7,-19,1.2,15,-32,-2,-3
CC1Cc2ccccc2N1C(=O)c1ccc(Br)o1 (configuration not stated),5,-0.2,nt,3.2,0,0.8,-5,-3,2,-18
Cc1nc(C)c(C(=O)NCc2ccc(Cl)cc2)o1,0,-0.9,19,-0.4,-4,1.6,2,-1,1,-11
O=C(c1ccc(F)cc1)C(CCCCCC(CN1CCOCC1)C(=O)c1ccc(F)cc1)CN1CCOCC1 (configuration not stated),-3,-0.4,17,nt,-8,nt,nt,-1,nt,-5
Cc1ccc(C(=O)NCc2ccc(N3CCN(C)CC3)cc2)cc1C,-1,0.5,2,i,-3,-0.2,0,18,1,9
COc1ccc(CCn2c(-n3nc(C)cc3C)nc3c2c(=O)[nH]c(=O)n3C)cc1,0,0.9,nt,-0.5,3,-1.9,-3,4,-2,-15
CCn1c(=O)cc(SCC(=O)NCCCN2CCN(c3ccccc3F)CC2)c2ccccc21,-4,0.6,-2,i,-1,0.1,7,9,1,-5
CN(c1ncc(C(F)(F)F)cc1Cl)N1C(=O)c2cccc([N+](=O)[O-])c2C1=O,3,-3.8,26,1.9,7,nt,-3,-6,2,10
Cn1cnc([N+](=O)[O-])c1SCC(O)CCl (configuration not stated),3,0.5,22,i,-6,nt,-2,-36,-2,4
Cn1cc(Br)c(C(=O)Nc2ccc3c(C(F)(F)F)cc(=O)oc3c2)n1,0,-0.6,-9,i,nt,0.3,9,-4,26,2
O=C(COC(=O)c1ccc(F)cc1Cl)NC1CCCCCCC1,nt,-0.9,nt,i,-1,-0.3,13,1,3,-5

# An excerpt from above in order of count of non-hydrogen atoms, falling:
SMILES,3CLpro inhibitor,UGM FP inh,DUSP3 inh,BH1578 lux ind,Rv3671c protease,BioA inh,GDH-TPI inh,PriA SSB inh,FBA Mtb inh,MazF activator
COc1ccc(CCn2c(-n3nc(C)cc3C)nc3c2c(=O)[nH]c(=O)n3C)cc1,0,0.9,nt,-0.5,3,-1.9,-3,4,-2,-15
COCC(=O)Nc1c(C(=O)Nc2cccc(OC)c2)oc2ccccc12,3,0.9,10,-0.7,-19,1.2,15,-32,-2,-3
O=C(CSc1nnc2ccccn12)NC(=O)c1cccc([N+](=O)[O-])c1,nt,nt,nt,-7.1,4,-1.9,-3,-6,12,1
Cc1nc(C)c(C(=O)NCc2ccc(Cl)cc2)o1,0,-0.9,19,-0.4,-4,1.6,2,-1,1,-11

# Next section
SMILES,3CLpro inhibitor,UGM FP inh,DUSP3 inh,BH1578 lux ind,Rv3671c protease,BioA inh,GDH-TPI inh,PriA SSB inh,FBA Mtb inh,MazF activator
Cc1cc(C)cc(NC(=O)CSc2n[nH]c(-c3cccnc3)n2)c1,7,0.8,17,-8.8,2,31,-8,-14,-5,0
CC(=O)Nc1ccc(-c2ccnc3c2CC(C(=O)NCC2CC2)O3)cc1 (configuration not stated),nt,nt,nt,0.5,nt,0.3,10,nt,8,nt
CCN(CC(=O)Nc1ccc(NC(C)=O)cc1)C(=O)CCCc1nc2ccccc2c(=O)[nH]1,nt,0.5,nt,0.1,-4,0.3,-6,-2,1,5
COC(=O)c1ccc(NC(=O)c2ccc(CN3CCOCC3)cc2)cc1,-4,0.1,5,-0.2,3,-0.6,4,-13,0,4
CCC(C)(C)n1nnnc1C(c1ccccc1F)N1CCN(C(=O)c2ccco2)CC1 (configuration not stated),-5,0.8,19,i,-4,0.1,0,-2,-4,0
Cc1cc(=O)n2c(n1)OC(CO)C2 (configuration not stated),5,0.5,8,i,-1,-1.9,2,-7,2,-13
O=C(CSc1ccc(-c2cccc([N+](=O)[O-])c2)nn1)N1CCCCC1,-1,-1.0,19,-0.9,0,nt,2,1,-2,11
O=C(Cn1nnc2ccccc21)N1CCCCC1,-2,2.1,27,i,8,1.2,-5,2,3,2
Cc1ccc(C(=O)N2CCN(c3ccc(NC(=O)COc4ccccc4C)cc3)CC2)cc1,2,-3.0,-11,-0.9,7,-2.3,0,3,4,-5
Cc1ccc(/C(N)=N/OC(=O)CCC2CCCC2)cc1,-1,3.1,25,0.9,2,nt,-2,nt,3,0
COc1ccccc1CNC(=O)c1cc(=O)c2ccccc2o1,-4,0.2,6,-0.2,2,nt,2,-14,0,-3
C[C@]12CCC(=O)CC1CCC1C2CC[C@@]2(C)C1CC[C@@]21CCO1 (some centres not stated),-3,1.6,-5,0.2,-2,-0.7,13,4,7,-8
Cc1cc(C)c(C(=O)NCCCN2CCOCC2)c(C)c1,3,3.3,-3,2.1,-7,0.9,-10,-7,6,2
CC(=O)N1c2ccc(S(=O)(=O)NCCC(=O)Nc3ncccc3C)cc2CC1C (configuration not stated),-3,-1.5,-7,-1.5,-7,1.2,3,-10,0,10
O=C(NCCN1CCOCC1)/C(=C\c1ccccc1F)NC(=O)c1ccccc1,-6,-0.4,1,-0.3,-5,-0.6,3,-2,1,-13
COc1cc(C(C)n2nnc3ccccc32)ccc1O (configuration not stated),nt,nt,nt,i,nt,7.0,0,nt,-2,5
COCCn1nnnc1CN1CCN(C(=O)c2ccco2)CC1,-4,-0.5,22,-0.3,8,0.0,-12,-7,-2,5
Cc1n[nH]c(=O)nc1NCc1ccccc1,1,2.3,28,-0.3,-2,0.6,-4,-11,2,4
CCN1CCN(c2nc(Nc3ccc(NC(C)=O)cc3)nc(Nc3ccc(NC(C)=O)cc3)n2)CC1,-4,-0.1,13,i,3,nt,4,-4,0,9
CCCNC(=O)OC[C@H]1O[C@H](CCO/N=C(\C)CCN2CCc3nc(-c4ccccc4)c(-c4ccccc4)cc3C2)C=C[C@@H]1Oc1ccc(OC)cc1,-5,0.8,-11,nt,-12,nt,nt,nt,nt,nt
O=S(=O)(c1ccc(Cl)c(C(F)(F)F)c1)N1CCN(CC(O)COc2ccccc2F)CC1 (configuration not stated),-7,0.1,22,-0.2,2,2.8,-9,-16,-2,-8
CCC(C)(C)NC(=O)C(c1ccc(C)cc1)N(Cc1cccs1)C(=O)c1ccc2c(c1)OCCO2 (configuration not stated),1,-1.4,21,-10,2,-2.1,-6,11,1,4
CCCC(=O)Nc1cc(-c2nn(C)c(=O)c3ccccc23)ccc1OC,-3,-0.3,0,-0.3,4,1.9,12,-11,-4,2
NC(=S)Nc1ccc2cn[nH]c2c1,0,0.5,0,-0.2,0,nt,7,-4,2,-13
